USP17 inh = blocks human USP17 ubiquitin-rhodamine cleavage; purified USP17, Ub-rhodamine cleavage fluorescence, 3 h; inhibition, % at 50 µM; 47,000 tested, 6.5% active; AID 1645855
USP7 inh = human USP7 deubiquitinase inhibition; 47,000 tested, 0.3% active; inhibition, % at 20 µM; purified USP7, Ub-rhodamine cleavage fluorescence; Q93009
UCHL1 block = inhibitors of human UCHL1 deubiquitinase | P09936 | purified UCHL1, Ub-rhodamine cleavage fluorescence | inhibition, % at 20 µM | 47,000 tested, 0.2% active | AID 1645859
Target sequence (P09936 whole entry, looked up): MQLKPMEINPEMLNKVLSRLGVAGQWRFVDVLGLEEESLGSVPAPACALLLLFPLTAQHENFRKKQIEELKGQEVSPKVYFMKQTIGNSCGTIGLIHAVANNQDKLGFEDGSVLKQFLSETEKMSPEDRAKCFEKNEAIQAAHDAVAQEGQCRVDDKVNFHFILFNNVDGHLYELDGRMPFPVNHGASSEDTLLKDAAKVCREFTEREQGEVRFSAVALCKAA
OTUD3 block = blocks human OTUD3 ubiquitin-rhodamine cleavage. purified OTUD3, Ub-rhodamine fluorescence, 2 h. Q5T2D3. inhibition, % at 25 µM. 47,000 tested, 0.7% active
USP30 block = blocks human USP30 ubiquitin-rhodamine cleavage. Q70CQ3. purified USP30, Ub-rhodamine cleavage fluorescence. inhibition, % at 25 µM. 47,000 tested, 5.3% active
USP28 inh = blocks human USP28 ubiquitin-rhodamine cleavage; AID 1645857; 47,000 tested, 3% active; Q96RU2; purified USP28, Ub-rhodamine cleavage fluorescence, 30 min; inhibition, % at 25 µM
USP8 block = blocks human USP8 ubiquitin-rhodamine cleavage; inhibition, % at 20 µM; P40818; purified USP8, Ub-rhodamine cleavage fluorescence, 30 min; 47,000 tested, 4.2% active
USP10 inh = blocks human USP10 ubiquitin-rhodamine cleavage. Q14694. purified USP10, Ub-rhodamine fluorescence, 60 min. inhibition, % at 20 µM. 47,000 tested, 1.1% active. AID 1645856
Target sequence (Q14694 whole entry, looked up): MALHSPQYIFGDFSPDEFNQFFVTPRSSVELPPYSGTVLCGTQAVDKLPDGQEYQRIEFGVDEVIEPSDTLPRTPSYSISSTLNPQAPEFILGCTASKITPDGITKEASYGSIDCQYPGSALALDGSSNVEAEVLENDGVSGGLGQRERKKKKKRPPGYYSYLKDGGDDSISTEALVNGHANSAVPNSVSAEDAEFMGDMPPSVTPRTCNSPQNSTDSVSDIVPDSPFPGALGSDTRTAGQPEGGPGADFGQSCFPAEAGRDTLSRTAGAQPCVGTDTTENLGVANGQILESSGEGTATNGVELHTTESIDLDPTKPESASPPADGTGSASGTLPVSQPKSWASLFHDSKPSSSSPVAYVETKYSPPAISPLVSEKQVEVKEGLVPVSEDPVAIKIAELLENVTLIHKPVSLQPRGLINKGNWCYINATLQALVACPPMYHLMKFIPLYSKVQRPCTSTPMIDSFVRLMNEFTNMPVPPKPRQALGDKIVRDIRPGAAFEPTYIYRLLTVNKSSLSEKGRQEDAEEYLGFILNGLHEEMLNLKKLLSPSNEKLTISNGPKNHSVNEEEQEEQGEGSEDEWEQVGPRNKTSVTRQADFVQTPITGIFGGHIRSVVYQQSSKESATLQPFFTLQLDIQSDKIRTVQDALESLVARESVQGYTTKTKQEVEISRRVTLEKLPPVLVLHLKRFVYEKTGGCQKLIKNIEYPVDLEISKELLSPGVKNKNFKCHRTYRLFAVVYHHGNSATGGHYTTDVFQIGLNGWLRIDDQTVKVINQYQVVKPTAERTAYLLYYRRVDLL
Starred values were filed as active, the others as inactive; i = inactive; . = not tested or not shown. Rule as the data show it: active = inhibition above about 30%; inactive = the rest.

USP17 inh	USP7 inh	UCHL1 block	OTUD3 block	USP30 block	USP28 inh	USP8 block	USP10 inh	canonical_smiles
-16	3	-2	-1	7	-2	9	0	CCN1CCN(C(c2cc(OC)c(OC)c(OC)c2)c2sc3ncnn3c2O)CC1 (stereo not drawn)
1	-25	-1	-3	-7	0	18	-4	CN1CC(c2nc3ccccc3n2CCCOc2ccc(Cl)cc2)CC1=O (stereo not drawn)
54*	0	-1	-2	42*	-8	-15	1	Cc1ccc(C(=O)NCc2ccc(C(=O)Nc3ccc(C)c(C)c3)o2)cc1
-31	-1	-1	-4	-1	-6	-216	-7	CC1CCN(S(=O)(=O)c2ccc3nc(N4CCC5(CC4)OCCO5)ccc3c2)CC1
12	-3	1	4	-4	55*	14	0	COc1ccc(-c2ocnc2C(=O)NCc2ccc(F)cc2)cc1
-13	-3	1	-1	-14	-5	-59	-1	CNCC(=O)N1CCCCC1c1nc(N)ncc1-c1cccc(F)c1 (stereo not drawn)
-8	1	0	-4	-13	-6	-18	-3	O=C(COC(=O)C12CCC(=O)N1c1ccccc1S2)N1CCNC1=O (stereo not drawn)
4	2	0	4	12	1	4	4	Cc1cc2nc(N3CCC(C(N)=O)CC3)c3ccccc3n2n1
.	10	4	11	50*	16	17	2	Cc1ccc(Cl)cc1N(Cc1ccc(C(=O)N2CCOCC2)cc1)S(=O)(=O)c1ccccc1
8	4	2	6	0	2	22	4	COc1ccc(-c2cnoc2-c2ccc(O)cc2O)cc1OC

Next section:
USP17 inh	USP7 inh	UCHL1 block	OTUD3 block	USP30 block	USP28 inh	USP8 block	USP10 inh	canonical_smiles
0	3	3	-2	2	-8	-14	12	Cc1ccc(C2CCCCCN2C(=O)Nc2cccc(F)c2)s1 (stereo not drawn)
-3	-6	-2	4	.	.	0	-2	Cc1cc(F)ccc1NC(=O)C1Cc2ccccc2O1 (stereo not drawn)
4	-26	2	8	5	11	9	10	COc1ccc(CNC(=O)c2nc(-c3cn(-c4ccccc4)nc3C)no2)cc1
.	-5	-4	-5	-40	-14	-24	-10	CC(=O)N1CCC(N2CCCC2c2cncc(Oc3cccnc3C)n2)CC1 (stereo not drawn)
-9	-55	-92	-70	-271	-40	-27	-3	CCC(=O)Nc1nc2ccc(CC(=O)NC3CCN(Cc4ccccc4)CC3)cc2s1
-22	0	-1	-21	-59	-2	0	-2	Cc1ccc(C(=O)c2c(-c3ccccc3)cc3ccccn23)cc1S(=O)(=O)N1CCOCC1
7	-5	-6	8	-28	-4	-18	-1	COc1cccc(-c2ccc(SCC(=O)Nc3ccc(NC(C)=O)cc3)nn2)c1
13	12	7	10	39*	12	17	9	CN(Cc1ccc2c(c1)OCO2)C(C(=O)Nc1ccc(F)cc1)c1ccccc1 (stereo not drawn)
-37	-2	-2	-3	-11	-9	-1	0	Cc1ccc(CN2CC[C@H]3CO[C@H](CNC(=O)c4ccno4)[C@H]3C2)o1
-47	-2	-3	-9	-30	3	-304	-10	CC(C)CCN1CCC2(CC1)OC(C(=O)N1CCCCC1)Cn1ccnc12 (stereo not drawn)

Additional structures.
USP17 inh	USP7 inh	UCHL1 block	OTUD3 block	USP30 block	USP28 inh	USP8 block	USP10 inh	canonical_smiles
-8	-11	-4	-6	-72	-20	48*	0	CCCn1c(C(O)c2cccc3ccccc23)nc2ccccc21 (stereo not drawn)
-26	-4	-5	-32	-163	-41	0	-7	Cc1cnn(CC2CN(Cc3csc(-c4ccco4)n3)CCO2)c1 (stereo not drawn)
5	0	2	18	12	7	14	0	C[C@H]1CN(C(=O)NC2CCCCC2)C[C@@H]1c1nc(-c2cccnc2)no1
3	-7	-7	4	34*	-12	0	-2	COc1ccc(/C=C(\NC(=O)c2ccc(Br)cc2)C(=O)NCCc2c(C)[nH]c3ccccc23)cc1
29	6	4	4	25	20	-1	9	O=C(Nc1nc(-c2cccnc2)cs1)NC1CCCCC1
-1	-1	-2	1	-15	-10	-12	5	CC(=O)N1CCC2(CC1)CO[C@@H]([C@@]1(C)CC[C@H](O)C(C)(C)O1)C2
5	0	0	-3	0	0	6	-1	O=C(c1csc(-c2ccc(N3CCOCC3)nc2)n1)N1CCOCC1
-13	-2	-1	-4	-21	-18	-40	2	COc1cccc(CNC(=O)CN2C(=O)CSc3cccn3-c3ccccc32)c1
8	1	2	-5	12	-3	1	3	O=C(CCN=C1NS(=O)(=O)c2ccccc21)Nc1cccc(C(F)(F)F)c1
-42	2	0	-10	-33	-11	2	0	O=C(NC[C@@H]1OC[C@H]2CN(Cc3ccco3)CC[C@H]21)c1ccnnc1

Shown as labelled records: 2 of the compounds above.
molecule: O=C(c1csc(-c2ccc(N3CCOCC3)nc2)n1)N1CCOCC1
  USP17 inh = 5 | USP7 inh = 0 | UCHL1 block = 0 | OTUD3 block = -3 | USP30 block = 0 | USP28 inh = 0 | USP8 block = 6 | USP10 inh = -1
molecule: COc1cccc(CNC(=O)CN2C(=O)CSc3cccn3-c3ccccc32)c1
  USP17 inh = -13 | USP7 inh = -2 | UCHL1 block = -1 | OTUD3 block = -4 | USP30 block = -21 | USP28 inh = -18 | USP8 block = -40 | USP10 inh = 2

2 of these compounds in a different format:
smiles,USP17 inh,USP7 inh,UCHL1 block,OTUD3 block,USP30 block,USP28 inh,USP8 block,USP10 inh
O=C(NC[C@@H]1OC[C@H]2CN(Cc3ccco3)CC[C@H]21)c1ccnnc1,-42,2,0,-10,-33,-11,2,0
Cc1cnn(CC2CN(Cc3csc(-c4ccco4)n3)CCO2)c1 (stereo not drawn),-26,-4,-5,-32,-163,-41,0,-7

Additional structures follow:
USP17 inh	USP7 inh	UCHL1 block	OTUD3 block	USP30 block	USP28 inh	USP8 block	USP10 inh	canonical_smiles
-86	-15	-5	-72	-265	-53	-13	-5	Cc1ccc(C(=O)N2CCC([C@@H]3C[C@H](C(F)F)n4nc(C(C)(C)C)cc4N3)CC2)cn1
-7	2	-2	-7	-6	-2	4	1	O=C(NC1CC2(CCOCC2)Oc2ccccc21)c1[nH]ncc1Cl (stereo not drawn)
7	6	4	12	26	17	11	-1	COc1ccc(CCN2CCOc3nc4c(OC)ccc(OC)c4cc3C2)cc1OC
-5	-1	0	-6	-32	0	-92	-5	N#Cc1cnn(Cc2ccccc2)c1NC(=O)c1cccc(C(F)(F)F)c1
6	6	5	6	2	8	5	-1	N#Cc1ccc(OC(=O)c2cc(S(=O)(=O)N3CCOCC3)c(Cl)cc2Cl)cc1
2	2	-1	-4	21	-7	2	1	COc1ccc([C@H]2C[C@@H](O)[C@@H](O)[C@@H]2NC(=O)c2cccc(C#N)c2)cc1
-10	0	-3	0	-32	0	-42	-7	COCCN1C[C@H]2CN(C)c3ccccc3[C@@H]2N(C(=O)C2CCCC2)CCC1=O
0	0	-3	-2	-6	0	0	0	O=C1CC(C(=O)Nc2ccc(Cl)cc2)n2ncnc2N1 (stereo not drawn)
16	6	7	1	.	.	10	7	Cc1ccc(N=c2scc(-c3ccccc3F)n2C2CC2)cc1Cl
-60	-12	-6	-93	-390	-107	-46	-2	COc1cc(/C=C/C23NC(=O)CN2c2ccc(C)cc2C3(C)C)ccc1OCc1cccc(Cl)c1 (stereo not drawn)

(continued)
USP17 inh	USP7 inh	UCHL1 block	OTUD3 block	USP30 block	USP28 inh	USP8 block	USP10 inh	canonical_smiles
-6	-10	0	-3	-8	40*	-19	3	Cc1ccc(C)c(CSc2ncnc3nc[nH]c23)c1
2	4	4	-3	-26	0	-42	15	N#Cc1cc2c(nc1SCC(=O)Nc1ccc(F)cc1)CCCC2=O
-31	-3	1	-16	-55	-17	-197	-2	COc1ccc(C2c3cccn3CCN2S(=O)(=O)c2ccc(NC(C)=O)cc2)cc1 (stereo not drawn)
57*	8	6	5	.	.	6	4	COc1cc2ccccc2cc1C(=O)Nc1cccc(C)c1C
21	-19	-1	-4	-69	-13	1	-4	O=C(CCc1nc2ccccc2s1)Nc1ccc(F)c(Cl)c1
.	0	-1	-4	-13	-1	0	0	Cc1cccc(NS(=O)(=O)c2cc3n(c2)CCN(C)C3=O)c1C
-41	5	2	-12	-83	-19	8	1	CCc1ccccc1NC(=O)Cn1c(=O)c2cccnc2n(-c2ccccc2)c1=O
-46	-15	-9	-36	-117	-46	-29	-11	N#Cc1ccc(CN2CCC3(CC2)CC3c2nnc(-c3cccc(F)c3)o2)c(F)c1 (stereo not drawn)
6	4	2	12	4	11	2	-1	CCN1CCc2cc(C(=O)NC(C)C)c(N(C)C)nc2CC1
0	4	-2	-2	-5	-7	-20	1	COc1cccc(CNC(=O)Cn2c(N3CCCC3)nc(C)cc2=O)c1

Single entries from the list.
CCc1ccccc1NC(=O)Cn1c(=O)c2cccnc2n(-c2ccccc2)c1=O in USP10 inh = 1
COc1ccc(C2c3cccn3CCN2S(=O)(=O)c2ccc(NC(C)=O)cc2)cc1 (stereo not drawn) in USP17 inh = -31
COc1cc2ccccc2cc1C(=O)Nc1cccc(C)c1C in UCHL1 block = 6
N#Cc1cc2c(nc1SCC(=O)Nc1ccc(F)cc1)CCCC2=O in OTUD3 block = -3

Carrying on:
USP17 inh	USP7 inh	UCHL1 block	OTUD3 block	USP30 block	USP28 inh	USP8 block	USP10 inh	canonical_smiles
-8	15	2	-4	-1	21	-18	30	Cc1ccc(C)c(Cn2nnc3c(=O)[nH]c(C4CCN(S(=O)(=O)c5ccc(S(=O)(=O)NC6CCCC6)cc5)CC4)nc32)c1
.	-6	-3	-10	-18	-15	-14	-2	CCc1cc(C(=O)N2CCCCC2)nc2cc(-c3ccccn3)nn12
4	3	0	8	11	1	-134	0	O=C(CN1CC2(CCOCC2)Oc2ccc(Cl)cc2C1=O)N1CCCCC1
-17	-8	-2	1	14	-3	-50	3	CC(C)CNc1nc2c(cc1C(=O)N(C)C)CCNCC2
10	-3	-5	-8	-21	-13	6	0	Cc1cc(C(=O)N2CCC(C(=O)Nc3ccc4c(c3)OCO4)CC2)c2ccccc2n1
-39	-1	-3	-15	-51	-20	-181	-7	CN1CC(=O)N(C2CCNC2)Cc2c(NC3CCCCC3O)ncnc21 (stereo not drawn)
-130	-105	-101	-145	i	-205	-143	-6	Cc1cc(C)n2cc(-c3sccc3Cl)c(C(=O)N(C)C)c2n1
13	8	6	0	0	14	3	5	Cc1ccc(S(=O)(=O)N(C)c2ccc(OCC(=O)Nc3ccc4cn[nH]c4c3)cc2)cc1
.	-5	0	-2	8	2	-2	0	CC(NC(=O)C1(c2ccc(Cl)cc2)CCCC1)c1nc(-c2ccncc2)n[nH]1 (stereo not drawn)
-21	-4	-1	-31	-124	-45	-7	-9	Cc1csc(NC(=O)C2c3ccccc3C(=O)N(C3CCCC3)C23CCCCC3)n1 (stereo not drawn)

The results go on:
USP17 inh	USP7 inh	UCHL1 block	OTUD3 block	USP30 block	USP28 inh	USP8 block	USP10 inh	canonical_smiles
-4	0	-1	-6	-21	-6	-4	2	COc1ccc(C2CC(=O)Nc3c2cc(Br)c2ccccc32)c(OC)c1 (stereo not drawn)
26	6	-3	-4	36*	-8	7	12	COC(=O)c1cc2cc(NC(=O)c3cccc(Cl)c3)ccc2s1
-39	1	0	0	-52	-22	-88	-3	O=S(=O)(c1ccccc1)N1CCn2cccc2C1c1ccc(F)cc1 (stereo not drawn)
-1	-1	-3	-4	0	-7	0	3	O=C(Nc1cc(Cl)c(-n2cccc2)cc1Cl)c1ccc(C(F)(F)F)cc1
-13	0	-5	-6	-39	-11	-6	-6	Cc1ncccc1C(=O)N1CCCCC1c1ccn2ccnc2n1 (stereo not drawn)
14	-2	0	16	24	21	4	4	O=C(Nc1ccc2c(c1)CCC2)c1ccc(=O)[nH]c1
10	16	10	10	26	25	23	33*	O=C(c1ccccc1)c1c(-c2ccccc2)oc2ccc(NS(=O)(=O)c3ccc(Cl)cc3)cc12
-13	6	2	13	6	10	-156	3	O=C(Nc1nc(C(=O)N2CCc3ccccc32)co1)c1cnccn1

Retrieved one by one from the entries so far, two records:
USP17 inh	USP7 inh	UCHL1 block	OTUD3 block	USP30 block	USP28 inh	USP8 block	USP10 inh	canonical_smiles
-1	-1	-3	-4	0	-7	0	3	O=C(Nc1cc(Cl)c(-n2cccc2)cc1Cl)c1ccc(C(F)(F)F)cc1
-39	1	0	0	-52	-22	-88	-3	O=S(=O)(c1ccccc1)N1CCn2cccc2C1c1ccc(F)cc1 (stereo not drawn)

Bioassay records from PubChem.
